PGE2 EP2 inh – blocks the human prostaglandin E2 receptor EP2; C6 glioma cells expressing human EP2, cAMP TR-FRET; cells stimulated with saturating PGE2; AID 1422; P43116; inhibition, % at 25 µM; hit rate 0.52% among 260,000;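 active = percent inhibition above 40 after rounding to a whole number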;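 also: rat C6 glioma host cells with rolipram phosphodiesterase inhibitor present; the protocol text gives 20 µM as final concentration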
Target sequence (P43116 whole entry, looked up): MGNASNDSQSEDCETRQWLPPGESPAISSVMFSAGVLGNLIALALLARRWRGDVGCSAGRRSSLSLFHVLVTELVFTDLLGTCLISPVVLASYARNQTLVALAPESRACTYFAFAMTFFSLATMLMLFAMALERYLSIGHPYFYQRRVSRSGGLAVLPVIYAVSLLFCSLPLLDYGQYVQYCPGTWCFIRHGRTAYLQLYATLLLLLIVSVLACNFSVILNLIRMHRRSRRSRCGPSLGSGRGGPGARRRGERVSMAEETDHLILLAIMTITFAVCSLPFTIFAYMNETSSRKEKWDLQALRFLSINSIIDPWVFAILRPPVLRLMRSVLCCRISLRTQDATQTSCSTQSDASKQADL
Rad51 HR inh – blocks human Rad51 in homologous recombination; hRad51 DNA strand exchange, fluorescence dequenching; Q06609; AID 1385; hit rate 0.085% among 200,000; inhibition, % at 10 µM;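 active = inhibition above 40% at the single screening dose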;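 also: 0% = DMSO control wells and 100% = blanks with heterologous ssDNA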
Target sequence (Q06609 whole entry, looked up): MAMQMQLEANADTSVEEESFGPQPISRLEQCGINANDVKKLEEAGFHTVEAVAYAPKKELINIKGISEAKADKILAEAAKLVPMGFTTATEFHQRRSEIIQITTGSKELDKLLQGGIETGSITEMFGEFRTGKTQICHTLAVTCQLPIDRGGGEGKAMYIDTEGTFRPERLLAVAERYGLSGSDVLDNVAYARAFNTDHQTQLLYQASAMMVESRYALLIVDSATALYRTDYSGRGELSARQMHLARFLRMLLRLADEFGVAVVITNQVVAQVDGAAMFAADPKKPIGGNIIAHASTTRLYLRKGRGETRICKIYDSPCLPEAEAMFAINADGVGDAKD
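material = hRad51 filaments on single-stranded DNA | reagent = Donor/quencher-labelled 47-bp dsDNA substrate | compound = 10 µM final, single point | schedule = strand-exchange reaction 15 min at room temperature | measured by = fluorescein emission 520 nm, excitation 485 nm | read-out basis = % inhibition versus plate control and blank means | benchmarks = plate controls and plate blanks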
14-3-3 Bad PPI – disrupts binding of bovine 14-3-3 zeta to phospho-Bad peptide | TR-FRET 14-3-3zeta/Dy647-pBad peptide displacement, 1 h | hit rate 0.71% among 220,000 | AID 781 | P63103 | inhibition, % at 21.7 µM;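 active = inhibition above about 70%, limit read from the data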;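 also: 0% = full 14-3-3 plus peptide FRET controls and 100% = background without 14-3-3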
Target sequence (P63103 whole entry, looked up): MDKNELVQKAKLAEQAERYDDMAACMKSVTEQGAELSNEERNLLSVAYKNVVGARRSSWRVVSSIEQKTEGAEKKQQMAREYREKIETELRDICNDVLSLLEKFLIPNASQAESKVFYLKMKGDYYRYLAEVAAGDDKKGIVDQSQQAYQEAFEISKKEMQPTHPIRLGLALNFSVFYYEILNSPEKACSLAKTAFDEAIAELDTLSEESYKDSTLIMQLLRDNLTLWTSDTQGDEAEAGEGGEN
EP2 modulator – modulates human prostaglandin E2 receptor EP2 signaling; hit rate 0.83% among 260,000; P43116; EP2-expressing cells, cAMP HTRF FRET, PGE2 co-stimulation; induction, % at 25 µM; AID 940;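 active = compounds whose cAMP rise, as percent of the full-agonist control response, exceeds 60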;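 also: rat C6 glioma line stably carrying human EP2 under a CMV promoter; the protocol text gives 20 µM as final concentration; 100% = response of wells given 1 µM PGE2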
Hck-Nef inh – blocks Nef-activated human Hck kinase | P08631 | Recombinant Hck-YEEI plus Nef, Z-Lyte FRET kinase assay | inhibition, % at 20 µM | hit rate 0.68% among 220,000 | AID 463187;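 active = Hck-Nef kinase inhibition above about 50%, limit read from the data; inactive = inhibition below that limit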;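 also: 0% = DMSO with Hck plus Nef and 100% = Hck alone without Nef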
m-calpain inh – calpain II (pig) inhibition. hit rate 0.37% among 220,000. purified calpain II, fluorogenic peptide substrate, 30 min. inhibition, % at 16 µM;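 active = inhibition above about 50%, limit read from the data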
TbHK1 inh – blocks Trypanosoma brucei hexokinase 1 activity; hit rate 0.11% among 220,000; AID 1430; recombinant TbHK1, G6PDH-coupled NADH A340; inhibition, % at 10 µM;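 active = inhibition of 50% or more in the single-dose primary screen; inactive = inhibition below 50%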
eIF4E 4G PPI – blocks eIF4E binding to eIF4G; inhibition, % at 21.7 µM; hit rate 0.37% among 220,000; P63073+Q04637; TR-FRET eIF4E-eIF4GI(517-606) binding, 2 h; AID 782;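 active = inhibition above about 30%, limit read from the data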;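 also: 0% = full FRET control wells and 100% = background wells lacking eIF4GI fragment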
L929 necroptosis – blocks zVAD induced death of L929 cells | L929 zVAD necroptosis rescue, ATP luminescence, 24 h; with zVAD 60 µM | viability rescue, % at 10 µM | hit rate 0.38% among 220,000;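 active = activation, scaled between plate controls, above about 75%, limit read from the data; inactive = activation under that limit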;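 also: 0% = zVAD with DMSO and 100% = DMSO alone without zVAD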
Starred values were filed as active, the others as inactive; i = inactive; · = no result given; & = joins results of further samples; [ ] = another dose, or the depositor's remark. A portion of the library; the hit share may differ from the screen's.

smiles	PGE2 EP2 inh	Rad51 HR inh	14-3-3 Bad PPI	EP2 modulator	Hck-Nef inh	m-calpain inh	TbHK1 inh	eIF4E 4G PPI	L929 necroptosis
CCCn1c(SCC(=O)c2cc(C)ccc2C)n[nH]c1=O	14	-4	-10	19	0	24	-2	6	-0.7
Cc1ccc(N2CN(Cc3ccco3)CNC2=S)cc1	4	-17	42	-19	19	6	9	-2	-0.2
CCC(C(=O)O/N=C(\N)c1ccccc1)c1ccccc1 (stereo not given)	17	-8	-4	9	-26	28	20	-4	-0.2
CN1CCN(CCc2nc3cc(NC(=O)c4ccco4)ccc3n2C)CC1	16	·	-9	-21	18	54*	-13	-4	0.2
CCOC(=O)C1CCCCN1Cc1ccc(OC)c(OC)c1OC (stereo not given)	11	-2	80*	7	-2	-1	7	-1	2.6
Cn1c(=O)c2c(SCc3cccnc3)nc(C3CC3)nc2n(C)c1=O	8	-4	8	17	0	1	-7	0	-1.1
CCOC(=O)C1=C(N)n2c(s/c(=C\c3ccncc3)c2=O)=C(C(=O)OCC)C1c1ccncc1 (stereo not given)	7	1	35	22	26	-95	-17	7	-0.3
O=C(Nc1ccccc1C(=O)O)c1ccccc1	8	3	51	8	0	0	6	-1	1.7
COc1ccc(OC)c(-c2csc(N(CC3CCCO3)C(=O)C3CCCCC3)n2)c1 (stereo not given)	10&9	1	-6	36&42	17	26	2	2	53
Fc1cccc(CCN2C(=S)NC[C@@H]2Cc2ccccc2)c1	7	2	0	31	-4	27	3	-5	-0.8
CCCCNS(=O)(=O)c1ccc(S(=O)(=O)N2CCC3(CC2)OCCO3)cc1	5	7	8[fluorescence artefact?]	-43	9	-6	-2	19[fluorescence artefact?]	-0.1
Cc1ccc(OCC(=O)NCc2ccco2)c([N+](=O)[O-])n1	5	-5	-6	-4	2	-21	18	-6	1.0
O=C(CN1CCc2ccccc2C1)Nc1cc(S(=O)(=O)N2CCOCC2)ccc1N1CCCC1	4	5	10	7	1	-10	-11	4	0.9
Cn1cccc1Cc1nnc(SCC(=O)Nc2ccc(Cl)cc2)n1-c1ccc(F)cc1	5	8	5	23	-6	5	7	1	4.0
COc1cc(/C=C/C(=O)OCC(=O)N2CC3(C)CC2CC(C)(C)C3)ccc1O (stereo not given)	11	·	15[fluorescence artefact?]	-49	4	1	-17	-8	1.6
CCOC(=O)C1=NOC2COC3(CCN(c4ncccn4)CC3)OCC12 (stereo not given)	8	0	-7	22	14	-26	2	-1	0.1
CCOC(=O)C1=C(C)NC(=O)NC1C1CC=CCC1 (stereo not given)	3	-7	-12[fluorescence artefact?]	24	0	-16	1	-19[fluorescence artefact?]	0.1
Cc1cccc(NCc2nc(-c3ccccc3)no2)c1	6	-3	-3	6	2	0	5	-2	0.6
O=C(COC(=O)/C=C/c1ccc2c(c1)OCO2)NC1CCS(=O)(=O)C1 (stereo not given)	3	-11	4	16	6	-67	-51	3	0.3
Cc1cccc(-c2nc(C#N)c(NCc3ccco3)o2)c1	7	16	4	-42	13	-192	-15	4	1.9
COc1cc(N=CC2=C(O)c3ccccc3C2=O)cc(OC)c1	3	·	16	-6	6	16	-17	-2	1.9
O=C(COC(=O)c1ccccc1C(=O)c1ccc(Cl)cc1)NCC1CCCO1 (stereo not given)	9	-6	5	-12	6	9	-3	2	12
CCOC(=O)N1CCN(C(=O)CCCCCn2c(=S)[nH]c3cc4c(cc3c2=O)OCO4)CC1	4	-6	-14	-36	0	-30	-14	2	-0.9
COc1ccc(Cc2nnc(SCC(=O)NCCc3ccccc3)o2)cc1	9	-1	-3	-25	-2	10	2	3	1.9
O=C(CC1SCCNC1=O)Nc1ccc(Cl)cc1 (stereo not given)	13	0	-1	-8	20	-36	0	1	2.4
O=C1c2ccccc2C(=O)C1C1=Nc2ccccc2NC(c2ccccc2)C1 (stereo not given)	5	-18	-4	16	19	18	-10	1	1.2
CCOc1ccc(C(=O)N(C)C2CCS(=O)(=O)C2)cc1 (stereo not given)	14	-10	8[fluorescence artefact?]	0	-19	-8	-1	-1[fluorescence artefact?]	0.1
Cn1c(=O)c(C(=O)COC(=O)c2cc(-c3ccccc3)nc3ccccc23)c(N)n(Cc2ccccc2)c1=O	·	·	-9	3	-5	-91	-15	5	0.7
CC1=C(C(=O)OC2CCCCC2)C(c2cccs2)n2c(nc3ccccc32)N1 (stereo not given)	9	5	-5	29	3	-19	-20	9	0.2
Cc1ccc(C)c(N2CCN(c3ccncc3N)CC2)c1	12	10	-4	36	13	-11	-6	-1	0.2
CCN(CCn1cccn1)Cc1nc(-c2ccccc2)no1	4	-21	-15	-5	10	-13	-6	2	-0.3
CCN(CC)c1nc(=S)nc(NC(C)(C)C)[nH]1	4	4	-5	20	1	19	-1	-2	0.7
c1ccc(COc2cccc(CNCc3cccs3)c2)cc1	5	-2	-3	5	0	1	8	5	0.6
O=[N+]([O-])c1ccc(Cl)cc1Sc1ccccn1	8	·	0	20	5	-4	-8	-13	-0.5
Cc1nn(CC(=O)N2CCOCC2)c(=O)c2ccccc12	8	-1	1	9	0	22	4	1	1.0
O=C(c1ccc(-n2cccn2)cc1)N1CCc2c([nH]c3ccccc23)C1c1ccccn1 (stereo not given)	7	-5	0	-89	22	-75	0	-2	0.9
COc1ccc(-n2c(C)cc(-c3csc(N)n3)c2C)cc1	5	·	6[fluorescence artefact?]	-9	1	-39	-9	-2	1.2
Cc1nc(SCC(=O)N(C)C2CCCCC2)[nH]c(=O)c1Cc1ccccc1	7&5	2	12	-5&5	5	16	0	-1	0.0
Cc1cc(C)cc(OCC(=O)OCC(=O)N2CC(=O)Nc3ccccc32)c1	3	7	-15	-4	14	-6	0	2	0.8
Cc1nn(C)c(C)c1S(=O)(=O)N(CC(=O)NCc1cccs1)c1ccc(C(C)C)cc1	8	-3	12	3	0	15	-4	1	-1.3
COC(=O)c1c(C(=O)OC)c(C)n(Cc2ccco2)c1C	11	-5	-1[fluorescence artefact?]	-9	0	-1	-8	2[fluorescence artefact?]	0.2
CCOc1ccc2nc(N3CCC(C(=O)N4CCN(C(=O)c5ccco5)CC4)CC3)sc2c1	5	5	-2	2	5	-14	-6	-2	-0.6
CNS(=O)(=O)c1cccc(C(=O)OCC(=O)Nc2ccc(-c3nc4ccc(C)cc4s3)cc2)c1	16	-10	2	-21	18	-168	-29	4	0.2
CCc1cccc2c(C(=O)COC(=O)c3c(C)noc3C)c[nH]c12	2	-3	9	-23	0	2	-6	0	0.1
Cc1ccc(CNC(=O)CS(=O)(=O)CC(=O)O)cc1	7	-1	-2	33	4	-51	3	1	0.7
CCc1cccc2c(C(=O)COC(=O)c3nn(C)c(=O)c4ccccc34)c[nH]c12	·	·	-5	-40	2	-14	-18	-15	0.2
CSc1ccc(CNCCCN(C)C)cc1	1	-5	0[fluorescence artefact?]	6	5	-5	-4	19	2.4
Fc1ccc(-n2c(Cn3nnc4ccccc43)n[nH]c2=S)cc1	2	5	30	9	-13	20	6	-6	1.2
CC1CCC(NC(=S)NCCN(C)C)CC1 (stereo not given)	2	-52	-1	21	-7	-10	0	0	0.4
CCOC(=O)c1cc2c(=O)n3ccccc3nc2n(CCCOC)c1=NC(C)=O	·	·	2[fluorescence artefact?]	12	173*	i	-9	-5	0.1
O=C1CC(c2ccc3c(c2)OCO3)c2cc3c(cc2N1)OCCO3 (stereo not given)	6	5	-14	38	0	3	2	-1	1.3
Nc1nc(CCOc2ccc(F)cc2)cs1	6	0	-6	-35	9	-9	-2	2	1.5
COc1ccc(S(=O)(=O)Nc2cc(C(C)C)c(O)cc2C)cc1	7	1	-6	29	6	1	5	5	-0.1
CCCCn1c(N)c(-c2nc3ccccc3o2)c2c([N+](=O)[O-])nn(CC)c(=O)c21	6	7	28	21	22	-2	-12	2	0.7
COc1ccccc1OC(=O)CCc1nc2ccccc2s1	8	-14	-3	-5	-20	-21	9	3	-0.6
Cc1ccc(/C=N/NC(=O)c2nnn(-c3nonc3N)c2CSc2ccc(Cl)cc2)cc1	6	8	-18	6	-1	-8	-3	1	6.3
COc1cc(OC)c(N(C)S(=O)(=O)c2cccc(C(=O)NC(C)C3CC4CCC3C4)c2)cc1Cl (stereo not given)	5	·	-4	14	31	-24	-12	-12	-0.3
CSc1nnc(C(C)(C)C)c(=O)n1/N=C/c1c(O)ccc2ccccc12	7	·	-6	26	24	-3	-5	1	-0.4
O=C(O)C1(S(=O)(=O)CCC(F)=C(F)F)CC1	0	13	-13	14	27	7	-2	-3	3.2
CC(=O)Nc1ccc(C(=O)NCC(=O)OCc2ccccc2F)cc1	12	3	14	-38	-5	11	-9	-4	1.9

The listing continues:
smiles	PGE2 EP2 inh	Rad51 HR inh	14-3-3 Bad PPI	EP2 modulator	Hck-Nef inh	m-calpain inh	TbHK1 inh	eIF4E 4G PPI	L929 necroptosis
CCN(CC)CCN1C(=O)c2ccccc2NC1c1ccc(Br)cc1 (stereo not given)	8	13	-12	-20	23	i	-1	4	-0.9
CN(C(=O)CC1C(=O)NCCN1CC(c1ccccc1)c1ccccc1)C(C1CC1)C1CC1 (stereo not given)	6	·	-11	15	14	-18	-13	1	-0.8
CCOC(=O)CCNC(C)C1COc2ccccc2O1 (stereo not given)	11	-10	76*	-4	-1	-23	6	-2	0.0
COc1ccc(C(=O)Oc2c(C)occc2=O)cc1OC	9	5	-14[fluorescence artefact?]	32	3	-20	5	-13[fluorescence artefact?]	1.7
CCN(CC)S(=O)(=O)c1cccc(NC(=O)c2cc3ccccc3o2)c1	12	-2	7	-14	1	20	7	2	1.5
CCCc1nc(SCC(=O)Nc2ccc(N3CCOCC3)cc2)c2ccccc2n1	6&15	7	1	-12&10	11	4	0	-3	0.1
COc1cccc2c1OCC1COc3c(c(=O)n(C)c(=O)n3C)C21 (stereo not given)	17	-5	-1	32	0	8	0	2	-1.0
CCN1CCN(c2nc3sc4c(c3c(=O)n2-c2ccc(OC)cc2)CCCCC4)CC1	9	0	-8[fluorescence artefact?]	-24	0	-26	-13	0	-0.2
NS(=O)(=O)c1ccc(N/N=C/c2cn(-c3ccccc3)nc2-c2ccccc2)c([N+](=O)[O-])c1	9	27	5	1	-11	-48	-13	4	2.2
O=C(NCC1CCCO1)C1c2ccccc2C(=O)N1C1CCCCCC1 (stereo not given)	5	1	1	13	0	-15	2	10	-0.1
CCc1nc(C)cn1S(=O)(=O)c1cc(Cl)c(OC)cc1Cl	7	-1	3	3	1	-4	-4	0	-0.1
CCCCNS(=O)(=O)/C=C/c1ccccc1	9	·	-9	6	-64	26	0	0[fluorescence artefact?]	0.1
CCOc1ccc(-n2cc(C(=O)Nc3cccc(C)n3)c3cc(OC)c(OC)cc3c2=O)cc1	18	11	·	·	10	·	-7	·	1.9

Two entries picked at random from those above:
smiles	PGE2 EP2 inh	Rad51 HR inh	14-3-3 Bad PPI	EP2 modulator	Hck-Nef inh	m-calpain inh	TbHK1 inh	eIF4E 4G PPI	L929 necroptosis
CCOC(=O)CCNC(C)C1COc2ccccc2O1 (stereo not given)	11	-10	76*	-4	-1	-23	6	-2	0.0
CCOc1ccc(-n2cc(C(=O)Nc3cccc(C)n3)c3cc(OC)c(OC)cc3c2=O)cc1	18	11	·	·	10	·	-7	·	1.9
